SUMO1 PPI mod: SUMO1-SIM interaction modulation; P63165; SUMO1 binding to a labelled peptide, TR-FRET, 1 h; inhibition, % at 20 µM; actives 0.33% (n = 360,000); AID 602429; in the data active = inhibition above about 37%
DNMT1 block: DNMT1 (human) enzyme inhibition; P26358; DNMT1 molecular beacon, Hinp1I cleavage, fluorescence; inhibition (reported as % activation of signal), % at 10 µM; actives 0.83% (n = 360,000); in the data active = inhibition above about 50%
Rpn11 block: blocks the human proteasome subunit Rpn11. calls only at 20 µM. AID 588493. actives 0.59% (n = 360,000). human 26S proteasome, Ub4-pepOG fluorescence polarization; 20S core pre-blocked with epoxomicin;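 active = inhibition at 20 µM, scaled to each plate's controls, above about 33%, limit read from the data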
LMPTP inh: blocks human LMPTP phosphatase. P24666. recombinant LMPTP-A, OMFP fluorogenic substrate, fluorescence intensity. inhibition, % at 20 µM. actives 0.22% (n = 360,000). AID 651560;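 active = compounds that cut the enzyme signal by at least half of the control window in the single-dose screen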;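 note: plate controls were DMSO wells with enzyme plus substrate for no effect and substrate without enzyme for full effect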
Target sequence (P24666 whole entry, looked up): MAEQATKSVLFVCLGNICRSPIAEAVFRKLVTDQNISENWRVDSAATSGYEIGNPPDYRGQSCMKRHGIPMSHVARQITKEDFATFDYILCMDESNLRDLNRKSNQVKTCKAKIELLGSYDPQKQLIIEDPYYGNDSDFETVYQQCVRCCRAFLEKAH
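test system = LMPTP-A | amount = 0.625 nM LMPTP-A final | reagent = fluorogenic phosphatase substrate OMFP at 400 µM final | incubation = 50 min at room temperature | benchmarks = no-enzyme low control, uninhibited high control | medium = Bis-Tris pH 6.0, DTT, detergent | signal = fluorescence intensity of OMFP turnover product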
STEP block: inhibitors of human striatal-enriched phosphatase STEP. recombinant STEP, OMFP fluorogenic substrate, fluorescence. actives 0.25% (n = 360,000). AID 588621. inhibition, % at 20 µM. P54829;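 active = inhibition at 20 µM, scaled per plate between control wells, above about 37%, limit read from the data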;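 note: 0% = DMSO with enzyme and substrate and 100% = substrate only without enzyme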
Target sequence (P54829 whole entry, looked up): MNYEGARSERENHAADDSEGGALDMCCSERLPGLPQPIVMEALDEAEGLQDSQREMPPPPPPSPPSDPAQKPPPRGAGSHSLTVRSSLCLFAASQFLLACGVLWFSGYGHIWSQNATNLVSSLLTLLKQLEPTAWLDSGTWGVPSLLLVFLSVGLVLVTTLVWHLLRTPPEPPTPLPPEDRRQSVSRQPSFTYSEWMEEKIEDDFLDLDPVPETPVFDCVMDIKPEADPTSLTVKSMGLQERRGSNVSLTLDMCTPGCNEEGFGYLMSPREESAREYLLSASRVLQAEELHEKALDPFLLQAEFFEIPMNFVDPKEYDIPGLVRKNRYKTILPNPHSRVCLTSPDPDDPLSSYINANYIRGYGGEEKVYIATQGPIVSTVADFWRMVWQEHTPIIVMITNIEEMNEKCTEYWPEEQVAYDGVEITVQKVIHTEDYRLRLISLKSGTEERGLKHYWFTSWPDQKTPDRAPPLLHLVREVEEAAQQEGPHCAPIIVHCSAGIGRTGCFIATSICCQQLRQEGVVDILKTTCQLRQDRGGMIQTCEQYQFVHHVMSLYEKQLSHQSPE
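material = STEP tyrosine phosphatase | reagent = fluorogenic phosphatase substrate OMFP at 25 µM final | doses = single compound dose of 20 µM, 1% DMSO final | schedule = 20 min reaction, room temperature, in the dark | measured by = fluorescence, 480/540 nm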
Scp1 inh: blocks human Scp-1 phosphatase activity; AID 493091; Recombinant Scp1, phosphopeptide, malachite green phosphate absorbance; inhibition, % at 20 µM; actives 0.88% (n = 340,000); Q9GZU7;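 active = inhibition above about 50% at 20 µM, limit read from the data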;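 note: plate controls were DMSO wells with enzyme for no effect and wells lacking enzyme for full effect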
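Test system: SCP-1 catalytic domain; Buffer or medium: Acidic Tris acetate buffer with magnesium and detergent; Also added: Phosphorylated 17-residue peptide substrate; Compound: single 20 µM dose, 1% DMSO; Schedule: enzyme reaction 45 min at room temperature, colour 5 min, stabilisation 30 min; Signal: Phosphate-binding colour reagent, absorbance read at 630 nm.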
NadD inh: blocks S. aureus nicotinate mononucleotide adenylyltransferase; purified NadD enzyme, colorimetric absorbance read-out; actives 0.78% (n = 360,000); inhibition, % at 20 µM; in the data active = inhibition above about 26%; note: some compounds past the cut are filed as inactive
Tb MetRS inh: Trypanosoma brucei MetRS inhibition. purified T. brucei MetRS, ATP depletion, Kinase-Glo luminescence. inhibition, % at 11.9 µM. actives 0.4% (n = 360,000). AID 624268;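 active = inhibition above a per-plate cutoff of the control wells' mean inhibition plus 3 SD, cut at about 5.5% in these data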;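 note: 0% = DMSO wells median and 100% = median of wells with control inhibitor compound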
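Test system: purified T. brucei MetRS enzyme. Also added: ATP, methionine and E. coli bulk tRNA substrates. Compound: 11.9 µM single point. Schedule: 15 min enzyme-compound preincubation, 2 h reaction, 10 min detection, 25 °C. Signal: luciferase luminescence of residual ATP, Kinase-Glo. Evaluation: percent inhibition versus plate control medians. Controls: DMSO wells, low control.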
CSN inh: blocks human CSN-mediated cullin deneddylation; Purified CSN, SCF-Nedd8-OG deneddylation, fluorescence polarization; actives 0.38% (n = 360,000); inhibition, % at 12.5 µM; Q92905;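 active = pattern-corrected inhibition above about 35%, with an unprinted fluorescence ratio check between 0.5 and 1.5, limit read from the data, passing the limit was not always enough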;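 note: 0% = enzyme with substrate and 100% = substrate without enzyme; some results filed as inactive read as strong as hits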
Target sequence (Q92905 whole entry, looked up, one chain of several): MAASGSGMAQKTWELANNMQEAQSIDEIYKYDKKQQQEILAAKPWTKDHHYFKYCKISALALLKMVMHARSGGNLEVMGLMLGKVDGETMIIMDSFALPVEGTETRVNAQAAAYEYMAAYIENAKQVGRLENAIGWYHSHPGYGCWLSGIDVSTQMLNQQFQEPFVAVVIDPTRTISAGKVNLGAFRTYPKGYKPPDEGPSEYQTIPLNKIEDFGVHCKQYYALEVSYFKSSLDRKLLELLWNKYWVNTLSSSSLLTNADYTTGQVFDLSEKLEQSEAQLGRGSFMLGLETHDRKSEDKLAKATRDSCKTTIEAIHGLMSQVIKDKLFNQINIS
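Material: purified human Csn5 enzyme expressed in HEK293T cells / Medium: Tris buffer pH 7.5, NaCl, DTT, Tween-20, trehalose, ovalbumin / Compound dosing: 12.5 µM single point / Schedule: 90 min incubation of compound, enzyme and substrate at room temperature / Signal: fluorescence polarization of the substrate / Control set: no-enzyme wells high, enzyme-with-substrate wells low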
MsrA inh: inhibits bovine methionine sulfoxide reductase A. inhibition, % at 15.5 µM. purified bovine MsrA, absorbance read-out. actives 0.75% (n = 360,000); in the data active = inhibition above about 4.5%;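 note: 0% = vehicle wells with enzyme and 100% = reference inhibitor wells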
* marks the source's active call; other numbers are inactive results; i = inactive; · = no result given.

canonical_smiles | SUMO1 PPI mod | DNMT1 block | Rpn11 block | LMPTP inh | STEP block | Scp1 inh | NadD inh | Tb MetRS inh | CSN inh | MsrA inh
c1ccc(N2CCN(c3ccc4nncn4n3)CC2)nc1 | 3 | 6 | i | 1.2 | -2 | -10 | 2 | -0.3 | 6 | 0.2
O=C(C1=C[C@H](c2ccc(C(F)(F)F)cc2)C[C@H](OCCCCO)O1)N1CCN(Cc2ccc3c(c2)OCO3)CC1 | 3 | 5 | i | -0.9 | -2 | 0 | -7 | -0.3 | 1 | -0.9
CCCC(=O)C1=C(N(C)c2ccccc2)CC(C)(C)CC1=O | 1 | 12 | i | -1.7 | 2 | 0 | 4 | -0.3 | -3 | 2.5
CCN(C(=O)CSc1nnc2nc(C)cc(C)n12)c1ccccc1 | 7 | 2 | i | 0.5 | -1 | 5 | 0 | -1.1 | -2 | 3.8
CCOCC(=O)Nc1cc(OC)c(Cl)cc1OC | 1 | 0 | i | 0.9 | 0 | -5 | -2 | -0.8 | 6 | 1.6
CCCCn1nc(C(=O)Nc2cccc(C(=O)NC3CC3)c2)c2ccccc2c1=O | 3 | -6 | i | -0.7 | 0 | -6 | 3 | -0.3 | 4 | 1.8
C/C(=N\NC(=O)CSc1nc(C)cc(C)n1)c1cccs1 | -6 | 5 | i | -2.0 | 0 | 2 | -4 | -0.2 | -1 | 1.4
CCCCCC(=O)N1C[C@H](O)[C@@H](n2cc(C3CC3)nn2)C[C@@H]1c1ccc(C)cc1 | 2 | 0 | i | -0.7 | 1 | · | -2 | 0.1 | 2 | -1.3
COc1cccc(N2C(=NC(=O)COc3ccccc3)SC3CS(=O)(=O)CC32)c1 (configuration not stated) | 2 | 0 | i | 0.3 | -5 | -2 | 1 | -0.3 | 2 | 0.9
COc1ccc(N(CC(=O)Nc2cc(OC)ccc2OC)S(=O)(=O)c2c(C)noc2C)cc1 | 8 | -3 | i | 0.5 | 0 | -11 | -6 | -0.1 | 0 | -0.6
CCOC(=O)c1sc(=NC(=O)c2ccc(OC(C)C)cc2)n(C)c1C | -24 | 9 | i | 1.1 | -2 | -7 | 4 | -0.4 | 8 | 0.5
S=C(NCCc1ccccc1)Nc1cccc2cnccc12 | -8 | -2 | i | 1.9 | 0 | -7 | 1 | 1.1 | 0 | 0.1
COc1ccc(/C=C/C(=O)c2ccccc2O)cc1CN1CCOCC1 | 1 | -6 | i | 1.6 | 52* | -3 | 1 | -1.2 | -1 | ·
O=C(NCCS(=O)(=O)N1CCC2(CC1)OCCO2)c1ccc(F)cc1 | -1 | 1 | i | -0.2 | -3 | -5 | 0 | -0.4 | -2 | 0.7
S=C1NC2(CCCC2)Nc2ccccc21 | -3 | -3 | i | 1.3 | -1 | -7 | -3 | 0.5 | 7 | 9.1*
Cc1ccc(N/C(N)=N/c2nc3c(c(=O)[nH]2)CCCC3)c(C)c1 | -3 | 0 | i | -1.3 | -2 | -3 | 2 | -1.8 | 2 | -0.6
CC(C)C[C@H](NC(=O)N1CCn2c1nc1ccccc12)C(=O)NCc1ccco1 | -3 | 0 | i | -1.0 | -1 | -8 | 2 | 1.2 | 0 | 0.9
Cc1c(CBr)[n+](=O)c2c(n1[O-])C(Br)CCC2Br (configuration not stated) | 7 | 0 | i | -2.1 | 1 | -7 | 0 | -0.7 | -1 | 0.3
COc1ccc(OC)c2nc(-c3ccncc3)ccc12 | -31 | 1 | i | 0.7 | -1 | -13 | -1 | -0.2 | -4 | 1.2
O=C1NC[C@H](Cc2ccccc2)N(C[C@H]2CCCN2C[C@H](Cc2ccccc2)N2C[C@H](Cc3ccccc3)N(CCc3ccccc3)C(=O)C2=O)C1=O | 8 | 11 | i | 13 | 1 | 16 | 23 | -1.1 | 2 | 1.1
CCOC(=O)C1CCCN(Cc2cc(=O)oc3cc(C)c(C)cc23)C1 (configuration not stated) | -3 | -1 | i | 0.7 | -3 | -12 | -6 | -0.6 | 3 | -0.2
Cc1cccc(NC(=S)NCCCN2CCOCC2)c1 | 2 | 0 | i | -4.7 | 0 | 0 | 0 | 0.5 | -8 | 1.1
O=C(CSc1n[nH]c(-c2ccc(S(=O)(=O)N3CCCCC3)cc2)n1)Nc1nccs1 | 7 | 3 | i | -1.9 | -3 | -4 | 7 | -0.3 | -1 | -0.8
S=c1[nH]nc(COc2ccccc2)n1Cc1ccccc1 | 1 | 6 | i | -1.8 | 2 | 4 | 5 | 0.8 | 5 | 0.9
Cc1ccc(/C=N/NC(=O)CSc2nc3ccccc3c(=O)n2-c2ccccc2)s1 | 4 | 7 | i | -0.2 | 1 | -5 | -1 | -0.6 | -3 | 1.1
CCOC(=O)C1CCCN(C2CC(=O)N(c3ccccc3)C2=O)C1 (configuration not stated) | 4 | 2 | i | -1.0 | -2 | -3 | -5 | -0.4 | 3 | 0.2
Cc1ccc(-c2ccc(/C=N/NC(=O)CN3CCCC3)o2)cc1Cl | -16 | -5 | i | -0.5 | 0 | -5 | 4 | -0.2 | 4 | 1.6
CC(C)CNC(=O)c1cccc2c1-c1ccccc1C2=O | -28 | 1 | i | -0.3 | -2 | -9 | -7 | -0.5 | 0 | -1.0
Oc1ccc(/C=N/NC(=S)Nc2cccnc2)cc1O | 14 | 5 | i | -1.1 | 1 | -5 | -4 | 0.8 | -2 | 3.7
O=C(CC1C(=O)NCCN1Cc1ccc(-c2ccccc2)cc1)NCCCn1cccn1 (configuration not stated) | 4 | -7 | i | 0.0 | 0 | -5 | -4 | -1.1 | -1 | -0.5
COc1ccc(Cl)cc1NC(=S)Nc1ccc(Cl)cn1 | 3 | -3 | i | -1.0 | 0 | -12 | 2 | 0.8 | -9 | 0.7
Cc1ccc(C(=O)Nc2ccon2)cc1S(=O)(=O)N1CCCC1 | 1 | 1 | i | -1.3 | -3 | 5 | -2 | 0.5 | -4 | -0.1

Entries of single compounds, looked up by structure.
Entry for O=C(CC1C(=O)NCCN1Cc1ccc(-c2ccccc2)cc1)NCCCn1cccn1 (configuration not stated) → SUMO1 PPI mod = 4; DNMT1 block = -7; Rpn11 block = i; LMPTP inh = 0.0; STEP block = 0; Scp1 inh = -5; NadD inh = -4; Tb MetRS inh = -1.1; CSN inh = -1; MsrA inh = -0.5
Entry for Oc1ccc(/C=N/NC(=S)Nc2cccnc2)cc1O → SUMO1 PPI mod = 14; DNMT1 block = 5; Rpn11 block = i; LMPTP inh = -1.1; STEP block = 1; Scp1 inh = -5; NadD inh = -4; Tb MetRS inh = 0.8; CSN inh = -2; MsrA inh = 3.7

The listing continues.
canonical_smiles | SUMO1 PPI mod | DNMT1 block | Rpn11 block | LMPTP inh | STEP block | Scp1 inh | NadD inh | Tb MetRS inh | CSN inh | MsrA inh
c1cc(Nc2ncnc3sccc23)cc(-c2nnc3n2CCCCC3)c1 | 27 | -4 | i | 3.2 | 0 | -4 | -2 | 0.5 | 5 | 1.0
COc1ccccc1N1CCN(CC(=O)N2N=CCC2c2ccccc2)CC1 (configuration not stated) | -2 | 6 | i | -0.5 | -2 | -3 | -3 | -0.8 | -3 | -0.2
Cc1sc2ncn(CC(=O)NCCCC(=O)N(C)Cc3ccccc3)c(=O)c2c1C | 1 | 1 | i | -0.4 | 0 | -10 | 2 | 0.2 | 0 | -0.2
O=C(Cn1cnc(S(=O)(=O)N2CCCCC2)c1)NCc1ccco1 | 0 | 0 | i | -2.2 | 0 | -7 | 5 | 0.0 | 3 | ·
COc1cc(SC)ccc1C(=O)N(C)Cc1ccccc1 | -1 | 2 | i | -1.7 | -1 | -12 | -2 | -1.8 | -4 | 0.2
CCCC(=O)NC(c1ccc(N(C)C)cc1)c1ccc2cccnc2c1O (configuration not stated) | -11 | 3 | i | 1.0 | 2 | -5 | 3 | -2.0 | 3 | -0.1
CSc1nc(Cl)cc(N(CCO)CCO)n1 | 5 | 3 | i | -1.4 | -1 | -4 | -6 | 0.1 | -1 | -1.8
CNC(=O)c1[nH]cnc1C(=O)Nc1cccc(OC)c1 | 0 | 0 | i | 0.0 | 1 | 1 | 4 | 0.1 | -1 | 0.2
Cc1ccc(N2CC(C(=O)OCc3nc(N)nc(Nc4ccccc4C)n3)CC2=O)cc1 (configuration not stated) | 3 | 0 | i | 0.0 | 1 | -1 | 1 | -0.7 | 0 | -1.8
COc1ccc(NCc2ccc3c(c2)OCO3)cc1Cl | -1 | -8 | i | -0.1 | 0 | -6 | 0 | -0.1 | 6 | 1.0
CN(C)c1oc(-c2ccccc2Cl)nc1S(=O)(=O)c1ccccc1 | 11 | 0 | i | 1.6 | 0 | -10 | -4 | -0.5 | 0 | 1.4
COc1ccc2oc(C(=O)OCC(=O)NC3CCS(=O)(=O)C3)c(C)c2c1 (configuration not stated) | 9 | 7 | i | -0.9 | 3 | · | 0 | -0.2 | 3 | 0.8
O=C(c1ccc(Cl)cc1)c1oc2ccccc2c1CS(=O)(=O)c1ccccc1 | -6 | -3 | i | 3.2 | -1 | -4 | -8 | -0.5 | 1 | -0.6
CC(=O)c1cccc(NC(=O)COC(=O)C2=COCCO2)c1 | 1 | 1 | i | -1.0 | 0 | 8 | 4 | -0.2 | 4 | -0.5
CCc1nc2c(OCC(=O)c3ccc(Cl)cc3Cl)cccn2c1N(C)C(=O)c1ccncc1 | 7 | 1 | i | -2.1 | -3 | · | 5 | -0.2 | -1 | 0.7
CCOC(=O)CSc1nc2cc(C)ccc2cc1C#N | -11 | -1 | i | 0.7 | 3 | -6 | -6 | -0.3 | 1 | 1.7
COc1ccc(CCC(C)N2CCC(CO)(Cc3ccccc3)CC2)cc1 (configuration not stated) | 3 | -4 | i | -1.9 | -5 | -5 | -7 | -0.4 | 2 | -0.1
O=C(CSc1ncnc2[nH]ncc12)Nc1nc(-c2ccc(F)c(F)c2)cs1 | 24 | -6 | i | 2.5 | 2 | -1 | 0 | -1.1 | 7 | -0.8
C/C(Cc1ccccc1)=N/NC(=O)CNC(=O)C(c1ccccc1)c1ccccc1 | 4 | 10 | i | -0.2 | -3 | -4 | -3 | -0.6 | 5 | -0.7
CCOC(=O)c1ccc2c(c1)nc(SCC(=O)c1ccco1)n2CC | -2 | 1 | i | 0.8 | -3 | -9 | -2 | 0.3 | 13 | 0.1

Compound activity: PubChem BioAssay, several laboratories
